Compound activity from PubChem.
HMGR II inh: inhibitors of E. faecalis class II HMGR, primary screen, biochemical, Enterococcus faecalis | HMG-CoA reductase (Enterococcus faecalis, mvaE) | purified E. faecalis HMGR, NADPH absorbance 340 nm kinetic | inhibition, % at 10 µM | 0.41% of 190,000 active;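 active = inhibition above a set limit, the median over all tested compounds plus 3 SD, cut at about 9.5% in these data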;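 note: enzyme runs in reverse so mevalonate oxidation gives rising NADPH absorbance; 0% = complete reaction with DMSO and 100% = background rate lacking mevalonate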
PMI act: activators of human PMI, primary screen, biochemical, fluorescence intensity, near-Km mannose 6-phosphate. Mannose-6-phosphate isomerase (Homo sapiens), P34949. 0.005% of 190,000 active. purified human PMI, coupled resazurin fluorescence, 20 min; hits give high values; 1 = vehicle control, 0 substrate-free wells. activation factor at 20 µM;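 active = activation factor of 2 or more at 20 µM, relative to plate controls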
FLuc act counter: FLuc activators, initial screening, artefact control for FLuc-dependent activation tests, biochemical, ATPlite luminescence; ATPlite luciferase biochemical, 10 min; 0 = ATP-free wells, 1 = DMSO control; 200,000 tested, under 10 active; activation factor at 10 µM; AID 1027, 2008; Luciferin 4-monooxygenase (Photinus pyralis), P08659;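 active = luciferase activation factor, scaled between plate controls, of at least 2 with compound at 10 µM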
Target sequence (P08659 whole entry, looked up): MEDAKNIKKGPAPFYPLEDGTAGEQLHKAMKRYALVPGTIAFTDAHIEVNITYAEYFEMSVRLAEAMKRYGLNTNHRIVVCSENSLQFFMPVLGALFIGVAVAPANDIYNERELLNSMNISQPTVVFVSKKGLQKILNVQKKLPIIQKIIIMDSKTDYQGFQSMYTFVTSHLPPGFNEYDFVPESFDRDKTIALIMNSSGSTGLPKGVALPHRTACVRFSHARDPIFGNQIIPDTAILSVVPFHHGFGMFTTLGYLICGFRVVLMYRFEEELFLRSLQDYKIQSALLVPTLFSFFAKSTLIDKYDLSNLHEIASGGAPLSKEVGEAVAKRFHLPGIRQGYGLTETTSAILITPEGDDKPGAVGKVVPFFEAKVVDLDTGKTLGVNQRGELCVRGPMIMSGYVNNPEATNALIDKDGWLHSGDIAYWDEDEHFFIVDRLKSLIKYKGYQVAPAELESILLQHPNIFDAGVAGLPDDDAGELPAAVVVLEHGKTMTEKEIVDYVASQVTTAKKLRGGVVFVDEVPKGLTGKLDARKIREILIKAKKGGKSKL
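Material: Luciferase/luciferin reagent mix | Doses: Test compounds dosed from 2 mM stocks in 100% DMSO | Timing: 10 min incubation after luciferase reagent addition, room temperature | Measured by: Luminescence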
PMI act hi M6P: human PMI activators, high substrate, primary screen, biochemical, fluorescence intensity, near-saturating mannose 6-phosphate; Mannose-6-phosphate isomerase (Homo sapiens), P34949; coupled PMI enzyme assay, resazurin fluorescence, 20 min; hits give high values; 1 = untreated enzyme, 0 = substrate-free blank; activation factor at 20 µM; 0.34% of 190,000 active;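 active = activation factor of 2 or more at 20 µM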
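Test system: human PMI in coupled enzyme assay; Input: PMI at 15 ng/mL final; Medium: HEPES buffer, pH 7.4; Schedule: 20 min incubation at room temperature; Technique: resorufin fluorescence at Ex 544/Em 590 nm; Compound: 20 µM single dose; Probe or stimulus: Near-saturating mannose-6-phosphate, 1.0 mM.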
Diaph inh CS: diaphorase inhibitors and chemical oxidizers, primary screen, counter-screen for diaphorase-coupled primary assays, biochemical, uHTS, resorufin fluorescence; inhibition, % at 20 µM; diaphorase resazurin-to-resorufin fluorescence, NADH, 16 min; bacterial (C. kluyveri) enzyme, not human; 0.69% of 190,000 active; AID 1217, 2008;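 active = primary screen inhibition at 20 µM above a set limit, cut at about 50% in these data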;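 note: plate controls were DMSO with full reaction for no effect and wells lacking NADH for full effect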
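Test system: diaphorase enzyme from Clostridium kluyveri; amount: diaphorase at 0.14 U/mL in enzyme working solution; detection: fluorescence of resorufin formed from resazurin, Ex 544/Em 590 nm; times: reaction incubation of 16 min at room temperature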
TNAP inh hiacc: human TNAP enzyme inhibitors, primary screen, biochemical, luminescent, high phosphate acceptor level, uHTS | purified TNAP, CDP-star luminescence, 1 M DEA | inhibition, % at 20 µM | 0.03% of 200,000 active;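 active = over 50% inhibition of tissue-nonspecific alkaline phosphatase at 20 µM in the single-dose screen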;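 note: plate controls were DMSO wells for no effect and EDTA-quenched wells as full inhibition for full effect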
Target sequence (P05186 whole entry, looked up): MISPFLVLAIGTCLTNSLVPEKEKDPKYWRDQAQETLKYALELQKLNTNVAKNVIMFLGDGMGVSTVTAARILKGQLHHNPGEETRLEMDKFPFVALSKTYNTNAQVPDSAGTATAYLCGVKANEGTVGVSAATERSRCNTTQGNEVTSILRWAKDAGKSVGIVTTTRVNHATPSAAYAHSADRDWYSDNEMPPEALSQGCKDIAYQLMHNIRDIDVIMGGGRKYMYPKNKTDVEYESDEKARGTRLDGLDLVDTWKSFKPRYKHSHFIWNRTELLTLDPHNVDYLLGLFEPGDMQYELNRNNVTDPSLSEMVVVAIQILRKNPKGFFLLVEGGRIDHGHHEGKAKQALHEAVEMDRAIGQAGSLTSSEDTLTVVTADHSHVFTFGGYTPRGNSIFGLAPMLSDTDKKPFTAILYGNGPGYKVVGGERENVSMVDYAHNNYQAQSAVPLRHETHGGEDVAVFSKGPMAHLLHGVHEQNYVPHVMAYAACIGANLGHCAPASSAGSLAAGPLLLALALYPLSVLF
TNAP inh noacc: human TNAP enzyme inhibitors, primary screen, biochemical, luminescent, no phosphate acceptor, uHTS. Alkaline phosphatase, tissue-nonspecific isozyme (Homo sapiens), P05186. purified TNAP, CDP-star luminescence, 30 min. inhibition, % at 20 µM. 0.26% of 200,000 active;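 active = tissue-nonspecific alkaline phosphatase inhibition above about 50% at 20 µM in the single-dose screen, limit read from the data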;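 note: 0% = DMSO negative control and 100% = EDTA positive control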
TNAP act hiacc: TNAP activators at high phosphate acceptor level, primary screen, biochemical, luminescence, uHTS; Alkaline phosphatase, tissue-nonspecific isozyme (Homo sapiens), P05186; purified TNAP, CDP-star luminescence, 1 M DEA, 30 min; hits give high values; 0 = EDTA background, 1 = DMSO-only activity; activation factor at 20 µM; 200,000 tested, under 10 active; AID 1136, 2008;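 active = activation factor at least 2 at 20 µM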
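Control set: EDTA negative control, DMSO positive control / Assay system: human TNAP / Quantity: TNAP 1/800 final / Evaluation: TNAP activation factor scaled between EDTA and DMSO control wells / Measured by: luminescent substrate turnover signal / Compound dosing: one dose, 20 µM / Times: 30 min enzyme reaction at room temperature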
G6PDH CS: L. mesenteroides G6PDH inhibitors, counter-screen for G6PDH-coupled screening assays, biochemical, Leuconostoc mesenteroides enzyme; glucose-6-phosphate dehydrogenase [Leuconostoc mesenteroides]; Purified L. mesenteroides G6PDH, diaphorase/resazurin coupled fluorescence, 45 min; inhibition, % at 5 µM; 0.12% of 200,000 active; in the data active = inhibition above about 50%
Diaph act CS: compounds boosting diaphorase resazurin reduction – biochemical, uHTS, resorufin fluorescence, counter-screen for diaphorase-coupled primary assays, primary screen; Diaphorase/resazurin coupled assay, 16 min; hits give high values; 1 = vehicle wells, 0 = NADH-free wells; activation factor at 20 µM; 0.005% of 190,000 active; AID 1229, 2008;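 active = diaphorase activity raised at least twofold by the compound at 20 µM; inactive = activation factor below 2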
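Material: bacterial diaphorase enzyme (C. kluyveri); amount: enzyme 0.07 U/mL final; reagent: NADH substrate 0.114 mM plus resazurin dye 0.1 mM, final; doses: single compound dose of 20 µM, 1% DMSO final; timing: 16 min enzyme reaction, ambient temperature; measured by: fluorescence of resorufin, 544 nm excitation, 590 nm emission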
An asterisk follows results filed as active; . = not tested or not shown. A portion of the library, so the mix of outcomes need not match the whole.

SMILES	HMGR II inh	PMI act	FLuc act counter	PMI act hi M6P	Diaph inh CS	TNAP inh hiacc	TNAP inh noacc	TNAP act hiacc	G6PDH CS	Diaph act CS
COc1ccc(CCNC(=O)c2c(N)n(CCN3CCOCC3)c3nc4ccccc4nc23)cc1OC	-3	1	1	1	51*	-2	-8	1	2	0.5
C[N+](C)(C)Cc1ccccc1	-9	1	1	1	11	-3	-9	1	10	0.9
CNS(=O)(=O)c1ccc(N=Cc2c(O)n(-c3cccc(C)c3)c(=O)[nH]c2=O)cc1	-1	1.3	1	1.2	9	-3	-14	1	0	0.9
COc1ccccc1N1C(=O)NC(=O)/C(=C\c2cnn(-c3ccccc3)c2)C1=O	-5	0.9	1	1	17	2	-6	1	6	0.8
O=C(O)[C@H]1C[C@@H]1[C@H](NP(=O)(c1ccccc1)c1ccccc1)c1ccccc1	-9	1.1	1	1.1	2	0	-10	1	-3	1
CNC(=S)NC1CC2CCCC(C1)N2CC(C)C (configuration not stated)	-2	1	1	1	12	-3	-8	1	-1	0.9
Cc1ccc(/C=C2\C(=O)NC(=O)N(Cc3ccccc3Cl)C2=O)o1	-2	1.4	1	1.9	22	-5	11	1	3	0.8
N#CCCn1cc(C(=O)Nc2ccccc2Br)c(-c2ccc3c(c2)OCCO3)n1	1	0.9	1	1	18	0	-2	1	-9	0.8
COc1ccc(C2SCC(=O)Nc3c2c(C)nn3C2CCOC(C)(C)C2)cc1OC (configuration not stated)	-1	0.9	1	0.9	6	-6	-30	1.1	15	0.9
O[C@H]1C2CCC1C(N1CCCCC1)CC2 (some centres not stated)	-8	0.9	1.1	0.9	15	-6	-11	1.1	-4	0.8
CC(C)Oc1ccc(Cc2c(O)[nH]c(=O)[nH]c2=O)cc1	4	1	1.1	1	10	-10	2	1.1	15	0.9
CCCCCCn1c(O)c(C(C)=NC)c(=O)[nH]c1=O	-2	0.9	1	0.9	12	0	-6	1	11	0.9
O=C(Nc1ccccc1)N1CCC2(CC1)OCCO2	-8	1.1	1	1.1	0	-1	7	1	8	1
CCC(=NCc1ccc2c(c1)OCO2)c1c(O)n(C)c(=O)n(C)c1=O	-3	1	1	0.9	14	-11	-16	1.1	-1	0.9
O=C(NCCO)c1nsnc1NCCCl	-1	1.1	1	1.1	-24	-4	-1	1	26	1.2
CCC1(c2ccccc2)C(=O)N(COC)C(=O)N(COC)C1=O	2	1	1	1	15	-5	-14	1.1	1	0.8
Cc1nn(Cc2ccccc2)c(C)c1C=C1C(=O)NC(=S)NC1=O	0	1.6	1.1	2.2*	16	0	-2	1	21	0.8
Cc1ccc(C(=O)c2cc(Br)ccc2N)cc1	-1	1.1	1	1	14	-5	-4	1	4	0.9
COC(=O)CC1NC2CCCCC2NC1=O (configuration not stated)	-5	1	1.1	0.9	11	-6	-16	1.1	11	0.9
O=c1c2ccccc2nc(/C=C/c2ccc3c(c2)OCO3)n1-c1cccc(O)c1	3	0.7	1	0.8	19	0	-10	1	15	0.8
Cn1cc(NC(=O)CCl)cn1	-4	1.2	1.1	1.1	5	-3	-9	1	0	1
COc1ccc(N2C(=O)/C(=C/C=C/c3ccccc3[N+](=O)[O-])C(=O)NC2=S)cc1	5	1.2	1	1.1	34	-1	6	1	10	0.7
CCOc1ccc([N+](=O)[O-])cc1CNCCc1ccccc1	-4	0.9	1	0.8	19	-7	-13	1.1	-5	0.8
Clc1ccc(Cn2ccnc2)cn1	-2	0.9	1	0.9	18	0	-5	1	11	0.8
CCc1cc2c(s1)N(CC(=O)OC)C(=O)CN=C2c1ccccc1OC	-6	1	1	1	4	-7	-14	1.1	0	1

A draw from above in order of heavy-atom count, highest first.
SMILES	HMGR II inh	PMI act	FLuc act counter	PMI act hi M6P	Diaph inh CS	TNAP inh hiacc	TNAP inh noacc	TNAP act hiacc	G6PDH CS	Diaph act CS
COc1ccc(C2SCC(=O)Nc3c2c(C)nn3C2CCOC(C)(C)C2)cc1OC (configuration not stated)	-1	0.9	1	0.9	6	-6	-30	1.1	15	0.9
O=c1c2ccccc2nc(/C=C/c2ccc3c(c2)OCO3)n1-c1cccc(O)c1	3	0.7	1	0.8	19	0	-10	1	15	0.8
O=C(O)[C@H]1C[C@@H]1[C@H](NP(=O)(c1ccccc1)c1ccccc1)c1ccccc1	-9	1.1	1	1.1	2	0	-10	1	-3	1
CCC(=NCc1ccc2c(c1)OCO2)c1c(O)n(C)c(=O)n(C)c1=O	-3	1	1	0.9	14	-11	-16	1.1	-1	0.9
Cc1nn(Cc2ccccc2)c(C)c1C=C1C(=O)NC(=S)NC1=O	0	1.6	1.1	2.2*	16	0	-2	1	21	0.8
CCC1(c2ccccc2)C(=O)N(COC)C(=O)N(COC)C1=O	2	1	1	1	15	-5	-14	1.1	1	0.8
CCOc1ccc([N+](=O)[O-])cc1CNCCc1ccccc1	-4	0.9	1	0.8	19	-7	-13	1.1	-5	0.8
CC(C)Oc1ccc(Cc2c(O)[nH]c(=O)[nH]c2=O)cc1	4	1	1.1	1	10	-10	2	1.1	15	0.9
Cc1ccc(C(=O)c2cc(Br)ccc2N)cc1	-1	1.1	1	1	14	-5	-4	1	4	0.9
COC(=O)CC1NC2CCCCC2NC1=O (configuration not stated)	-5	1	1.1	0.9	11	-6	-16	1.1	11	0.9
C[N+](C)(C)Cc1ccccc1	-9	1	1	1	11	-3	-9	1	10	0.9

(cont.)
SMILES	HMGR II inh	PMI act	FLuc act counter	PMI act hi M6P	Diaph inh CS	TNAP inh hiacc	TNAP inh noacc	TNAP act hiacc	G6PDH CS	Diaph act CS
Cc1cccc(OCC(=O)N2CCN(Cc3cccnc3)CC2)c1	-2	.	1	.	.	-5	-13	1	8	.
O=C(CN1CC=C(c2ccccc2)CC1)Nc1c(Cl)cccc1Cl	-5	1.2	1.2	0.9	14	-6	0	1.1	-12	0.9
Cc1cccc(-n2c(-c3ccco3)nc3ccccc3c2=O)c1C	3	1	1	1	-2	-2	-1	1	-2	1
Cc1ccc(C)c(OCC(=O)N2CCCN(C)CC2)c1	-1	0.9	1.1	1	11	2	11	1	-8	0.9
Cc1c(NC(NC(=O)CF)C(Cl)(Cl)Cl)c(=O)n(-c2ccccc2)n1C (configuration not stated)	-2	1.1	1	1.1	27	0	-8	1	-2	0.7
O=c1cccc2n1CC1CC2CN(Cc2c(Cl)cccc2Cl)C1 (configuration not stated)	1	1.1	1.1	1.1	7	-6	-14	1.1	2	0.9
CCCCC(=O)N/N=C/c1c(O)n(CCc2ccc(OC)c(OC)c2)c(=O)[nH]c1=O	-2	0.8	1	1	46	2	-59	1	20	0.5
Cc1cccc(OC(=O)N2CCOCC2)c1	-3	1.1	1	1.1	-8	1	-3	1	-2	1.1
CC(C)OP(=O)(OC(C)C)C(NCc1ccccc1)c1ccccc1 (configuration not stated)	-6	1.3	1	1.2	-4	-8	2	1.1	5	1
O=C(NC(C(Cl)Cl)N1CCOCC1)c1ccccc1 (configuration not stated)	-3	1.1	1	1.1	14	1	-4	1	17	0.9
COc1cccc(O)c1CN1CCCC(C(=O)c2ccccc2SC)C1 (configuration not stated)	-2	1	1	1	4	2	1	1	18	1
COc1ccc(C2C([N+](=O)[O-])=C(N)Oc3c2c(=O)oc2ccccc32)cc1 (configuration not stated)	-3	1	1	0.9	15	5	-12	1	-13	0.8
CC(=O)OC1C2CCC1C(N1CCCCC1)CC2 (configuration not stated)	-3	1	1.1	1	15	0	-9	1	5	0.9
CCCn1cc(CN2CCCC(C(=O)c3cccc(OC)c3)C2)c(C)n1 (configuration not stated)	-5	0.9	1	1	13	-6	-10	1.1	6	0.9
CN(C)P1(N(C)C)=Nc2c(c(N)nn2C)C(c2ccccc2)=N1	-3	0.9	1	0.9	9	-5	-6	1.1	14	0.9
COC(=O)C(O)(c1ccc(N(C)S(=O)(=O)c2ccccc2)cc1)C(F)(F)F (configuration not stated)	0	1	1	1	25	-6	-14	1.1	4	0.8
O=c1cccc2n1CC1CC2CN(c2ncnc3c2cnn3-c2ccc(Cl)cc2)C1 (configuration not stated)	.	1.1	1.1	1	8	-12	-5	1.1	-2	0.9
CC1=NN(c2ccccc2)C(=O)/C1=C/c1c(O)[nH]c(=S)[nH]c1=O	0	1.1	1	1.2	12	20	16	0.8	4	0.9
Cc1nc2cc(C(=O)N3CCC4(CC3)OCCO4)ccc2n1-c1cccc(F)c1	-3	0.9	1	1	1	-4	-8	1	4	1
Cc1cc(C)c(NC2=NCCCS2)c(C)c1	-8	1.1	1	1.1	8	-3	-5	1	8	0.9

Two of these compounds in a different format:
compound,HMGR II inh,PMI act,FLuc act counter,PMI act hi M6P,Diaph inh CS,TNAP inh hiacc,TNAP inh noacc,TNAP act hiacc,G6PDH CS,Diaph act CS
Cc1nc2cc(C(=O)N3CCC4(CC3)OCCO4)ccc2n1-c1cccc(F)c1,-3,0.9,1,1,1,-4,-8,1,4,1
Cc1cc(C)c(NC2=NCCCS2)c(C)c1,-8,1.1,1,1.1,8,-3,-5,1,8,0.9
